Source: PubChem (several laboratories)
sEH activator: activators of human soluble epoxide hydrolase | P34913 | purified human sEH enzymatic activity, activator screen | activation, % at 2 µM | 91,000 compounds, 0.04% hits; in the data active = activation above about 37%; note: values of inactives mirror those of a sister screen read the other way
Target sequence (P34913 whole entry, looked up): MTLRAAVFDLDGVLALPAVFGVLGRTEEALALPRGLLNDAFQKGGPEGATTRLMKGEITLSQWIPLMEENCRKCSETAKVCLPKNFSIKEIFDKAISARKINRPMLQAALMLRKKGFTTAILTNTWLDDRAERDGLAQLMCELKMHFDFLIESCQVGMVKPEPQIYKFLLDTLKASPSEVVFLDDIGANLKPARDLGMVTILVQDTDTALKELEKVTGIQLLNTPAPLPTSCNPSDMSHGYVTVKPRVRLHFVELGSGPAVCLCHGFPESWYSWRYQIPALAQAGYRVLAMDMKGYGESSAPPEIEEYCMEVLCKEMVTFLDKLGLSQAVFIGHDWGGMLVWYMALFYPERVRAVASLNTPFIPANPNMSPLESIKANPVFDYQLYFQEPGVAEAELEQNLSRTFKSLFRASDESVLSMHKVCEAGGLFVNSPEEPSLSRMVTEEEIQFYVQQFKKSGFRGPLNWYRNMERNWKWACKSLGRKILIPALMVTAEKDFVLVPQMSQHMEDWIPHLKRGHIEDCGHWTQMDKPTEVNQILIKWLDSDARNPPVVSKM
ERb coact inh: blocks coactivator binding to human estrogen receptor beta. 86,000 compounds, 1.3% hits. Q92731. TR-FRET ER-beta LBD / SRC1-Cy5 peptide binding; receptor agonist-loaded with 1 µM estradiol. inhibition, % at 25.6 µM. AID 633;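 active = compounds whose percent inhibition of the receptor-coactivator binding signal exceeds about 50% in the single-dose screen, limit read from the data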;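 note: 0% = receptor plus peptide wells without compound and 100% = peptide-only wells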
HUVEC prolif 384: human endothelial cell proliferation inhibition. 86,000 compounds, 1.1% hits. AID 648. HUVEC proliferation, CellTiter-Glo luminescence, 72 h; hits give low values. viability, % at 10 µM (by protocol);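 active = viability at or below 30%; inactive = viability above 30%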;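 note: 100% = median luminescence of DMSO-only cell control wells on each plate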
Smad3 inh: Smad3 (human) transcription factor binding inhibition. P84022. TR-FRET Smad3/Dy647-FoxH1 peptide binding, europium anti-His. inhibition, % at 25 µM. 88,000 compounds, 0.29% hits. AID 630;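 active = compounds that reduce the energy-transfer binding signal between the protein and its labelled peptide by more than half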;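 note: 0% = Smad3 plus labelled peptide maximal FRET and 100% = peptide-only background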
Target sequence (P84022 whole entry, looked up): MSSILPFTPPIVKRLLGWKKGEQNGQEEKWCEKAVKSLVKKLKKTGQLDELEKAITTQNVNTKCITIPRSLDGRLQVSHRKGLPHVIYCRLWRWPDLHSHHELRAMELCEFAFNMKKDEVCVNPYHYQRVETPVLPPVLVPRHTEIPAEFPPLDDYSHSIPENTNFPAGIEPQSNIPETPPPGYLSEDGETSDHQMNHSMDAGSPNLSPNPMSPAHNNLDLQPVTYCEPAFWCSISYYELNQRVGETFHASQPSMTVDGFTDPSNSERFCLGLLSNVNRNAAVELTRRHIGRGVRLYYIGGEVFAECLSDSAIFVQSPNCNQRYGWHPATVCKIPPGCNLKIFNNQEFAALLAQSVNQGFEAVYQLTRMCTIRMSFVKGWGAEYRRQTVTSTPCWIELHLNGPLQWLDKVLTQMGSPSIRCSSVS
Calb biofilm kill: kills Candida albicans biofilms. C. albicans biofilm + clotrimazole, Alamar Blue. inhibition, % at 6 µM. 85,000 compounds, 0.14% hits;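 active = inhibition above 20%; inactive = inhibition below 20%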;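 note: preformed 24 hr biofilms exposed to compound for 48 hr; 0% = biofilm without compound and 100% = blank killed by clotrimazole plus chlorhexidine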
H69AR inhibit: blocks growth of human H69AR lung tumor cells. H69AR lung tumor viability, ATP luminescence, 72 h; hits give low values. viability, % at 10 µM. 85,000 compounds, 6% hits;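 active = viability at or below 40%; inactive = viability above 40%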;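 note: multidrug resistant small cell line overexpressing MRP-1 efflux transporter; 100% = mean luminescence of untreated control wells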
ERa SRC1 inh: blocks coactivator binding to human estrogen receptor alpha; 86,000 compounds, 1.7% hits; P03372; AID 629; inhibition, % at 25.6 µM; TR-FRET ER-alpha LBD / SRC-1 peptide, estradiol-bound; in the data active = inhibition above about 50%;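 note: 0% = receptor plus peptide control and 100% = peptide only without receptor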
ERa coact pot: ER-alpha (human) coactivator binding potentiation | AID 639 | coactivator binding (% of control), % at 25.6 µM | 86,000 compounds, 1.3% hits | P03372 | TR-FRET ERalpha-LBD/SRC-Cy5 coactivator binding, 2 h; 100 = basal binding, no effect; in the data active = activity above about 200%;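 note: binding measured in presence of low estradiol as agonist stimulus; 0% = peptide alone without receptor and 100% = receptor with peptide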
Lung fibro prol: blocks proliferation of human lung fibroblasts | LL 47 human lung fibroblast viability, ATP luminescence; hits give low values | viability, % at 10 µM | 85,000 compounds, 1.1% hits | AID 719;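 active = viability at or below 50% in the single dose screen; inactive = viability above 50%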;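 note: compound exposure lasted 72 h before the ATP readout; 100% = median luminescence of untreated cell-only wells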
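test system = LL 47 human lung fibroblasts | amount = 1,150 fibroblasts seeded per well | medium = 15% FBS in IMEM | times = overnight cell rest, 72 h compound treatment at 37 °C | measured by = CellTiter-Glo luminescence measuring cellular ATP | read-out = viability percentage against median untreated-cell control | benchmarks = cell-only wells, no compound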
An asterisk follows results filed as active; / = no result given; [ ] = dose if it differs, or a comment. An excerpt, so the mix of outcomes need not match the whole.

Start of the data: the first 8 entries, to show the layout:
1	CN(CC(=O)NCc1ccncc1)S(=O)(=O)c1ccc(F)cc1
2	O=c1oc(-c2cccs2)nc2sc3c(c12)CCCCC3
3	COCCNC(=O)C(c1ccncc1)N(C(=O)Cn1nnc2ccccc21)c1ccc(OC)cc1 (stereo not drawn)
4	O=C(C1=C(O)C(=O)N(CCN2CCOCC2)C1c1cccs1)c1cc2ccccc2o1 (stereo not drawn)
5	COc1ccc(-c2nc(C(N)=O)c3[nH]c(=O)n(-c4cccc(C)c4)c3n2)c(OC)c1
6	CC(=O)NC(CCS(C)(=O)=O)C(=O)Nc1cccc(Cl)c1Cl (stereo not drawn)
7	Fc1ccccc1N1CCN(C2CCN(Cc3c[nH]c4ccccc34)CC2)CC1
8	O=C(Cn1cc2c(n1)CCCC2)N1CCOCC1

screen / no.,1,2,3,4,5,6,7,8
sEH activator,-6,/,8,/,/,/,/,-12
ERb coact inh,-6,-1[fluorescence artefact?],2,-2[fluorescence artefact?],25[fluorescence artefact?],-8,-10,-1
HUVEC prolif 384,103,93,104,103,97,105,97,101
Smad3 inh,5,11[fluorescence artefact?],13,8[fluorescence artefact?],-9[fluorescence artefact?],5,-6,-1
Calb biofilm kill,1,9,7,10,-6,4,10,7
H69AR inhibit,91,97,95,90,52,99,88,97
ERa SRC1 inh,-7,-6,-2,-3,3,-2,-9,-4
ERa coact pot,88,128,105,115,114,96,122,128
Lung fibro prol,101,101,100,110,97,97,77,96

This part in full, previewed entries included:
1	CN(CC(=O)NCc1ccncc1)S(=O)(=O)c1ccc(F)cc1
2	O=c1oc(-c2cccs2)nc2sc3c(c12)CCCCC3
3	COCCNC(=O)C(c1ccncc1)N(C(=O)Cn1nnc2ccccc21)c1ccc(OC)cc1 (stereo not drawn)
4	O=C(C1=C(O)C(=O)N(CCN2CCOCC2)C1c1cccs1)c1cc2ccccc2o1 (stereo not drawn)
5	COc1ccc(-c2nc(C(N)=O)c3[nH]c(=O)n(-c4cccc(C)c4)c3n2)c(OC)c1
6	CC(=O)NC(CCS(C)(=O)=O)C(=O)Nc1cccc(Cl)c1Cl (stereo not drawn)
7	Fc1ccccc1N1CCN(C2CCN(Cc3c[nH]c4ccccc34)CC2)CC1
8	O=C(Cn1cc2c(n1)CCCC2)N1CCOCC1

screen / no.,1,2,3,4,5,6,7,8
sEH activator,-6,/,8,/,/,/,/,-12
ERb coact inh,-6,-1[fluorescence artefact?],2,-2[fluorescence artefact?],25[fluorescence artefact?],-8,-10,-1
HUVEC prolif 384,103,93,104,103,97,105,97,101
Smad3 inh,5,11[fluorescence artefact?],13,8[fluorescence artefact?],-9[fluorescence artefact?],5,-6,-1
Calb biofilm kill,1,9,7,10,-6,4,10,7
H69AR inhibit,91,97,95,90,52,99,88,97
ERa SRC1 inh,-7,-6,-2,-3,3,-2,-9,-4
ERa coact pot,88,128,105,115,114,96,122,128
Lung fibro prol,101,101,100,110,97,97,77,96

9	O=C1c2ccccc2C(=O)N1CCCCSc1nnc2ccccn12
10	O=S(=O)(Nc1ncnc2c1oc1ccccc12)c1ccc(Cl)s1
11	Cn1c(C(=O)OC(C(=O)NC2CCCCC2)c2cccnc2)cc2sccc21 (stereo not drawn)
12	Cc1cc(N2C(=O)C(=O)/C(=C(/O)c3ccc(F)cc3)C2c2cccc(Br)c2)no1 (stereo not drawn)
13	CC1CCCN(S(=O)(=O)c2cccc(-c3cn4cccnc4n3)c2)C1 (stereo not drawn)
14	OCCN1CN=C(Nc2nc3ccccc3s2)NC1
15	Cc1ccc(-c2noc(C3CCCN(C(=O)c4c(F)cccc4F)C3)n2)cc1 (stereo not drawn)
16	CON(C)c1nc(OCCNC(=O)COc2ccc(Cl)cc2C)nc(N(C)C)n1

screen / no.,9,10,11,12,13,14,15,16
sEH activator,/,/,5,/,9,/,-9,7
ERb coact inh,-1,0,-3[fluorescence artefact?],-1,1,-1,-7,-7
HUVEC prolif 384,97,91,98,86,95,95,100,105
Smad3 inh,8,-1,-11,0[fluorescence artefact?],0[fluorescence artefact?],-4,5,0
Calb biofilm kill,4,2,6,0,10,2,9,0
H69AR inhibit,88,98,93,76,85,95,90,98
ERa SRC1 inh,-1[fluorescence artefact?],5,4[fluorescence artefact?],-2,1,-2,-6,-7
ERa coact pot,96,87,120,114,111,94,99,102[fluorescence artefact?]
Lung fibro prol,95,91,101,101,106,101,103,106

17	CC(=O)NC(C1C(=O)CC(C)(C)CC1=O)(C(F)(F)F)C(F)(F)F
18	Cc1[nH]nc(N2CCCCC2)c1[N+](=O)[O-]
19	O=S(=O)(Nc1ccc(Cl)c(C(F)(F)F)c1)c1cnc[nH]1
20	Cc1cc(Cl)c(OCCCn2cncn2)c(Br)c1
21	O=C1c2ccccc2-c2c1cccc2C(=O)N1CCN(C(=O)c2ccco2)CC1
22	O=S1(=O)CC(O)C(Nc2ccc(Cl)cc2)C1 (stereo not drawn)
23	O=C(Nc1cccc2ncccc12)c1cccnc1
24	Cc1csc2ncc(C(=O)NCc3ccccn3)c(=O)n12

screen / no.,17,18,19,20,21,22,23,24
sEH activator,/,-6,/,-9,0,10,1,/
ERb coact inh,0,-14,1,-4,0,-28,6,-12
HUVEC prolif 384,94,86,101,103,99,103,97,97
Smad3 inh,-10,1,3,10,-8,1,4,-2
Calb biofilm kill,2,1,4,3,9,3,1,5
H69AR inhibit,102,89,102,96,87,98,93,104
ERa SRC1 inh,12,-14,14,-8[fluorescence artefact?],2,-31,-3,-3
ERa coact pot,94,91,94,112,103,128,106,101
Lung fibro prol,103,96,100,93,98,96,103,93

25	O=C(CCc1nc2ccccc2[nH]1)NC1CCCCC1
26	c1ccc(CN2CCN(CCCNc3ccc4nnc(-c5ccccc5)n4n3)CC2)cc1
27	N#Cc1cccc(NC(=O)N2CCC(c3nc4c(nnn4Cc4cccc(Cl)c4)c(=O)[nH]3)CC2)c1
28	O=C1C(=C(O)c2ccccc2)C(=O)c2ccccc21
29	Clc1ccc(-c2noc(CN3CCCC3)n2)cc1
30	Cc1ccccc1-c1nnc(SCC(=O)NCc2ccc3c(c2)OCO3)n1C
31	CC(C)=CCCC(C)N(C=O)C(C)CCC=C(C)C (stereo not drawn)
32	CN(C)C(=O)CSCc1c(Cl)cccc1Cl

screen / no.,25,26,27,28,29,30,31,32
sEH activator,/,3,5,/,10,-1,11,-9
ERb coact inh,-1,-8,-3,-4,-33,-4,-5,6
HUVEC prolif 384,88,66,67,101,91,97,91,102
Smad3 inh,3,2,7[fluorescence artefact?],0,12,-5,3,10
Calb biofilm kill,9,8,4,-1,4,5,-5,3
H69AR inhibit,95,104,75,98,100,91,85,101
ERa SRC1 inh,8,3,11,-101,-36,-4,-1,1
ERa coact pot,126,103,116[fluorescence artefact?],119,108,101,103,93
Lung fibro prol,93,89,95,100,110,98,95,104

33	O=C(c1ccc(Cl)cc1)c1ccc(OCC(O)CN2CCOCC2)cc1 (stereo not drawn)
34	COC(=O)c1cccnc1-n1c(=O)c2cccnc2n(Cc2ccc(Cl)cc2)c1=O
35	COc1ccc(C2CC(c3ccc(Cl)cc3Cl)Nc3nc(N)nn32)cc1 (stereo not drawn)
36	O=C(Cc1cccs1)Nc1ccc(S(=O)(=O)N2CCCCC2)cc1
37	CCn1c(CSc2nc3ccccc3s2)nnc1SCC(N)=O
38	CCN(CC)c1ccc(NC(=O)CCCCCN2C(=O)c3ccccc3C2=O)cc1
39	CCCCNCc1cc(Cl)c(OCCC)c(OCC)c1
40	O=C(COC(=O)c1ccc(S(=O)(=O)N2CCCC2)cc1)NCc1ccc(F)cc1

screen / no.,33,34,35,36,37,38,39,40
sEH activator,6,-1,6,-44,0,-69,-6,-15
ERb coact inh,-17,13,-8,84*,-12,-3,-4,-8
HUVEC prolif 384,105,94,112,98,97,62,100,92
Smad3 inh,-2,-7,3,-1,5,6,0,7
Calb biofilm kill,-1,8,1,1,2,6,5,5
H69AR inhibit,90,94,98,89,105,84,75,97
ERa SRC1 inh,-13,2,0,96*[fluorescence artefact?],-10,-7,9[fluorescence artefact?],-2
ERa coact pot,109,73[fluorescence artefact?],85,18[fluorescence artefact?],115,114[fluorescence artefact?],108[fluorescence artefact?],95
Lung fibro prol,96,89,91,96,103,105,88,99

41	CCSCC1COC(c2cccn2Cc2ccc(C)cc2)=N1 (stereo not drawn)
42	O=C(CCn1cccc1)Nc1ccc(F)cc1
43	O=C(CSc1nc2ncc(Br)cc2[nH]1)Nc1ccc2c(c1)OCO2
44	CC(C)C(=O)NCCSc1c[nH]c2ccccc12
45	CCOC(=O)CC(=O)Nc1nc2ccccc2s1
46	CCC(C)OC(=O)C1=C(C)NC(=O)CC1c1ccccc1OC (stereo not drawn)
47	O=C(N1CCOCC1)N1CCN(C(c2ccccc2)c2ccccc2)CC1
48	CC(C)C(NC(=O)c1ccco1)C(=O)NCC(c1ccco1)N1CCCCC1 (stereo not drawn)

screen / no.,41,42,43,44,45,46,47,48
sEH activator,/,-11,9,-40,/,4,-2,-2
ERb coact inh,-5,-8,22[fluorescence artefact?],3,3[fluorescence artefact?],-5[fluorescence artefact?],-9,-4[fluorescence artefact?]
HUVEC prolif 384,104,98,75,86,101,90,90,88
Smad3 inh,-5,-1,2,-1,5,-7,4,-6
Calb biofilm kill,-6,1,3,8,6,1,6,3
H69AR inhibit,90,102,2.5*,75,97,95,98,106
ERa SRC1 inh,-6,-4,25,-3,7,2,-4,-16
ERa coact pot,93,95,67[fluorescence artefact?],114,112,91,84,103
Lung fibro prol,88,103,104,93,102,99,92,107

49	O=C1CCC(C(=O)Nc2cccc3ccccc23)N1 (stereo not drawn)
50	N/C(COc1ccc(F)cc1)=N\NC(=O)c1cccnc1Oc1ccccc1
51	Cc1ccc(C(=O)N2CC3(C(C)C)CN(C(=O)c4ccc(C)cc4)CC(C(C)C)(C2)C3=O)cc1
52	COc1ccc(C2=Nc3ccccc3OC2)cc1
53	COC(=O)c1[nH]c2cc(OC)ccc2c1NC(=O)CN1CCN(c2cccc(C)c2)C(C)C1 (stereo not drawn)
54	CCCCNS(=O)(=O)c1ccc(NC(=O)c2c(-c3ccccc3Cl)noc2C)cc1
55	COc1ccc(-n2c(Cc3cc(=O)[nH]c(=O)[nH]3)nnc2SCC(=O)NC2CCCC2)cc1
56	C=CCn1c(O)c(N=NC(=O)CNC(=O)/C=C/c2ccco2)c2ccccc21
57	O=C(Nc1ccccc1C(=O)NCc1ccc(Cl)cc1)c1ccco1

screen / no.,49,50,51,52,53,54,55,56,57
sEH activator,15,0,16,-13,/,-4,5,6,22
ERb coact inh,8,-1,13,-3,1,1[fluorescence artefact?],29,38,3[fluorescence artefact?]
HUVEC prolif 384,95,102,95,88,53,69,105,86,75
Smad3 inh,-4,5,-1,4,-3,0,3,-4,16
Calb biofilm kill,4,14,0,5,8,-2,-2,7,7
H69AR inhibit,94,94,90,82,15*,33*,92,75,69
ERa SRC1 inh,-6,1,9,-9,-20[fluorescence artefact?],4,-1,45,34[fluorescence artefact?]
ERa coact pot,103,104,101[fluorescence artefact?],109,112,99,114,171[fluorescence artefact?],166[fluorescence artefact?]
Lung fibro prol,114,100,100,100,98,71,108,96,92
